PGC1a acetyl inh = inhibitors of PGC1a acetylation signal, primary screen, cell-based, U2OS, AlphaScreen, inhibitor mode; 350,000 tested, 0.17% active; AID 651687, 2012; inhibition, % at 15.6 µM; AlphaScreen anti-acetyl-lysine; with virally co-expressed GCN5 acetyltransferase;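 active = every replicate shows inhibition of at least 40%; inconclusive = mean inhibition at least 40% but some replicate below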;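 also: 0% = neutral control wells and 100% = positive control wells; some results beyond the cut were filed as inactive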
Cneo AK release = Cryptococcus neoformans cell lysis inducers, primary screen, AK release luminescence, single concentration. C. neoformans lysis, adenylate kinase release luminescence, 4 h; normalised: neutral wells 0, clomiphene wells 100. lysis activity, % at 15 µM. 360,000 tested, 0.2% active. AID 651654, 2012;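 active = mean lysis activity across replicates of at least 80%, whatever share of replicates individually reach that level; inactive = mean lysis activity below 80%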
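Test system: log-phase Cryptococcus neoformans yeast cells; Quantity: yeast cell density of 5 × 10^6 cells/mL; Buffer or medium: YPD; Doses: single compound concentration per well; Timing: 4 h at 37 °C static, read 1 h later; Measured by: AK luminescence; Read-out basis: lysis from increased AK signal; Control set: Clomiphene as positive control.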
XiGFP reactiv = activators of inactive X chromosome reactivation, primary screen, imaging, XiGFP fibroblasts, GFP high-content imaging, set 2; activation, % at 7.58 µM; 360,000 tested, 0.055% active; XiGFP mouse fibroblasts, % GFP-positive cells imaging, 3 d; cells co-treated with 5-aza-dC sensitizer; scaled so ellipticine positive control = 100%;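 active = mean normalized replicate activation at least 10% and every replicate at or above 10%; inconclusive = only one of the two criteria met; inactive = mean below 10% and not all replicates reach 10%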;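 also: 0% = median of on-plate neutral control wells and 100% = ellipticine 6 µM median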
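Assay system – SV40-immortalized XiGFP fibroblast cells, line 68-5-11 · Buffer or medium – DMEM supplemented with 5-aza-dC as sensitizing agent · Dosing – one concentration, pinned · Benchmarks – positive control ellipticine, 6 µM final · Times – 3 days compound exposure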
S100A4 inh HTS = inhibitors of S100A4-myosin IIA peptide binding, primary screen, biochemical, fluorescence polarization, TAMRA-MyoIIA peptide. Protein S100-A4 (Homo sapiens), P26447. inhibition, % at 10.7 µM. 360,000 tested, 0.14% active. AID 652163, 2013;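 active = mean inhibition of at least 70% across replicates, with every replicate also reaching that level; inconclusive = mean inhibition reaches 70% but some replicates fall short; inactive = mean inhibition below 70%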
Target sequence (P26447 whole entry, looked up): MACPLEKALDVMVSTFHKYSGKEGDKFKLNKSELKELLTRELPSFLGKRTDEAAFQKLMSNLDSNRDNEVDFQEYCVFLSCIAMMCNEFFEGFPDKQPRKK
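Test system – S100A4 monomer (human) · Compound – single-point compound testing · Schedule – 5 min incubation before reading · Probe or stimulus – TAMRA-labelled myosin IIA heavy-chain peptide probe, 5 nM · Benchmarks – neutral control DMSO, positive control TFP · Medium – Calcium-containing HEPES buffer, pH 7.2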
ERAP1 inh = human ERAP1 aminopeptidase inhibitors, primary screen, biochemical, single point, plate reader. 340,000 tested, 0.15% active. AID 652197, 2013. inhibition, % at 10.7 µM. recombinant ERAP1, Leu-AMC fluorescence, 60 min;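 active = mean replicate inhibition of at least 30%, or all replicates individually reaching that 30% level; inactive = mean below 30% and not every replicate reaching it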;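 also: 0% = neutral control wells and 100% = L-leucinethiol positive control wells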
Target sequence (Q9NZ08 whole entry, looked up): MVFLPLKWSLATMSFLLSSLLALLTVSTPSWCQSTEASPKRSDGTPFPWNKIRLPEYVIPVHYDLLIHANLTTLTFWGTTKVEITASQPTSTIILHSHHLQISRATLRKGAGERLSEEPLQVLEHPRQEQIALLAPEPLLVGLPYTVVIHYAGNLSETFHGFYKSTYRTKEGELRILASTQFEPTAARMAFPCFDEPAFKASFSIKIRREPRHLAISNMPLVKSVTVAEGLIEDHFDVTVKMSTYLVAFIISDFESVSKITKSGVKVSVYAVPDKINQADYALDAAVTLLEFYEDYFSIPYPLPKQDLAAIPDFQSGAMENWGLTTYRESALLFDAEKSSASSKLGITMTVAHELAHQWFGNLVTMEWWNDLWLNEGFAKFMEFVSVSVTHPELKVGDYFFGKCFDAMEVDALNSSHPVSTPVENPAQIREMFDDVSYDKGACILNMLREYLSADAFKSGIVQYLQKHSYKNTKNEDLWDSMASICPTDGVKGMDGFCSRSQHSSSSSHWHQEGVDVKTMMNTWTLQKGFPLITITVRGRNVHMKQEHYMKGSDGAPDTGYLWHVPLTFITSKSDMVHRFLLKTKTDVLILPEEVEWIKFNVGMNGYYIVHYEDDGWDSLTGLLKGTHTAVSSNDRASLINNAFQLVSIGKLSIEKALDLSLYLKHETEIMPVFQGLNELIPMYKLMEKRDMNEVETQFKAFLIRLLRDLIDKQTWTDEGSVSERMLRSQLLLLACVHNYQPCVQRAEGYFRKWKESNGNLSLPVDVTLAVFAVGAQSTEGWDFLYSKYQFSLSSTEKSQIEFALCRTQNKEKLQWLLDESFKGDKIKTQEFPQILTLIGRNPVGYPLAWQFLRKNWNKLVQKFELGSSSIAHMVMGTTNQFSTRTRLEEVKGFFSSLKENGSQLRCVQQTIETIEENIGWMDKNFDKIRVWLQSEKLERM
LGR2 inh = inhibitors of bursicon-induced LGR2 CRE-luciferase signal, primary screen, cell-based, HEK293, CRE-luciferase reporter, bursicon stimulation; Drosophila bursicon receptor LGR2 (rickets); bursicon-stimulated, 4 h; inhibition, % at 9.99 µM; 380,000 tested, 0.35% active;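 active = drop in luminescence signal, shown as inhibition above about 50% in the replicate tests, limit read from the data, passing the limit was not always enough; inconclusive = probably only some replicates passing the limit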;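 also: agonist challenge used bursicon conditioned medium at about half maximal strength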
Statin myotox sup = suppressors of statin myotoxicity in C2C12 myotubes, primary screen, cell-based, single point, plate reader; rescue of ATP level, % at 7.49 µM; C2C12 myotubes + simvastatin, ATP luminescence, 48 h; scaled: DMSO 0, geranylgeraniol control 100; 330,000 tested, 0.78% active; AID 602340, 2012;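 active = mean ATP rescue above about 67%, or every replicate alone reaching that limit, limit read from the data, passing the limit was not always enough; inconclusive = no clear call, values can overlap the other calls; inactive = mean under the limit and some replicate under it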;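 also: myotubes were challenged with 10 µM simvastatin during compound exposure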
SIRT5 inh = SIRT5 desuccinylase inhibitors, primary screen, biochemical, fluorescence imaging, single point, set 5. Purified SirT5, succinyl-peptide AMC, trypsin-coupled fluorescence. inhibition, % at 15 µM. 330,000 tested, 1.1% active. AID 652115, 2013; in the data active = inhibition above about 15%; inconclusive = no clear call, values can overlap the other calls
* marks the source's active call; other numbers are inactive results; u = inconclusive; x = no result given; & = joins results of further samples.

Results follow in this order: PGC1a acetyl inh, Cneo AK release, XiGFP reactiv, S100A4 inh HTS, ERAP1 inh, LGR2 inh, Statin myotox sup, SIRT5 inh
Cc1ccc(S(=O)(=O)Oc2ccc(/C=N/N=C3/NC(=O)C(CC(=O)O)S3)cc2)cc1[N+](=O)[O-] (centres undefined)
    -2, 0, 0.5, -2, -10, 4, x, 4
Cc1ccc([C@H]2C[C@@H](n3cc(COC(=O)c4ccccc4)nn3)[C@H](O)CN2C(=O)C2CCCCC2)cc1
    -11, x, 0.1, -2, x, 5, 8, 1
Cc1ccc(NC(=O)CN(C)C(=O)Cc2ccc3c(c2)CCC3)cc1
    -8, 0, 0.0, -11, -2, 1, 8, -8
COc1cccc(NC(=O)N(C)C[C@@H]2Oc3cc(-c4ccccc4F)ccc3S(=O)(=O)N([C@H](C)CO)C[C@H]2C)c1
    -14, -2, -0.3, -1, 4, 7, -48, 13
CCCC(=O)Nc1nn(C)c2nc3ccc(C)cc3cc12
    x, -1, 0.0, 1, 7, -5, 0, -3
CCOc1ccc(-c2c(C(=O)N/N=C/c3cccc(Br)c3)nnn2-c2nonc2N)cc1
    x, 0, 0.1, -1, 1, 5, 8, -9
Cc1c(Cl)cnc(NC(=O)COC(=O)C2CC2)c1Cl
    -3, x, 0.1, 0, 3, -1, -3, 2
CC(O)CNc1nc2sc3c(c2c(=O)n1CCc1ccccc1)CCCCC3 (centres undefined)
    x, x, 0.0, -5, 0, x, x, 6
Cn1cc2cc([N+](=O)[O-])ccc2n1
    3, x, 0.2, 2, 3, 4, x, -1
COc1ccc(CC(=O)OCn2nnc3ccccc3c2=O)cc1
    -5, 1, x, x, x, 14, 3, x
c1ccc(CNc2ncnc3[nH]ncc23)cc1
    20, 0, 0.2, 0, 2, 6, -4, x
COc1ccc(C)cc1NC(=O)c1ccccc1N(C)S(=O)(=O)c1ccccc1
    -2, -1, 0.0, -1, -1, 11, 8, -2
CCC1Sc2ccc(S(=O)(=O)CCC(=O)NC3CCCCCC3)cc2NC1=O (centres undefined)
    -10, 0, 0.0, 0, -3, 2, 4, 2
COc1cccc(-c2ccc3c(c2)O[C@H](CN(C)Cc2ccncc2)[C@@H](C)CN([C@H](C)CO)S3(=O)=O)c1
    -21, -1, -0.7, -1, 0, -1, -47, 6
C[C@H](CO)N1C[C@H](C)[C@@H](CN(C)S(C)(=O)=O)Oc2cc(C3=CCCC3)ccc2S1(=O)=O
    1, x, -1.0, x, x, 1, -4, x
CCCCN(C(=O)C1CCCC1)c1c(N)n(CC(C)C)c(=O)[nH]c1=O
    9, 2, 0.4, -16, 1, -30, -4, -3
O=C1CN(S(=O)(=O)c2ccccc2)C[C@@H]2[C@H](c3ccc(Br)cc3)[C@@H](CO)N12
    5, x, 0.2, -1, -2, -1, x, 1
CCCN(CC(=O)Nc1ccccc1C)C(=O)Cc1coc2cc(C)ccc12
    x, 3, 0.0, -2, 3, 6, 4, 3
C[C@H](CO)N1C[C@H](C)[C@@H](CN(C)Cc2ccc(C(F)(F)F)cc2)Oc2ccc(NC(=O)Cc3ccccc3)cc2CC1=O
    -44, 11, 0.6, 6, 4, 2, 116*, 16*
CC(=O)/C=C/c1ccccc1O
    -5, 0, 0.0, -3, 3, 2, x, -1
Cc1cccc(C)c1NC(=O)CSc1nc(N2CCOCC2)nc(N2CCOCC2)n1
    x, 1, 0.1, -1, 2, -10, 4, -3
Cc1noc(C)c1S(=O)(=O)Nc1ccc2c(c1)C(=O)N([C@@H](C)CO)C[C@@H](C)[C@@H](CN(C)S(C)(=O)=O)OCCCC[C@@H](C)O2
    13, -5, 0.0, 8, -4, 4, x, -1
CC(C)NC(=O)N(C)C[C@H]1Oc2c(NS(=O)(=O)c3ccc(Cl)cc3)cccc2C(=O)N([C@H](C)CO)C[C@@H]1C
    1, -2, -0.6, 1, 0, -8, -1, x
O=C(CNC(=O)c1cccnc1)N/N=C/c1cccnc1
    x, 1, 0.0, 1, 3, -1, -6, -2
NC(=O)NC(=O)CN1c2cccc3cccc(c23)S1(=O)=O
    3, 0, 0.0, 0, 2, -4, -2, -5
Cc1ccc(S(=O)(=O)N2CCN(C(=O)c3ccc(-n4cncn4)c([N+](=O)[O-])c3)CC2)cc1
    x, 2, 0.0, 1, 0, -3, -1, 2
COc1ccc(C(C(=O)Nc2c(C)cccc2C)n2c(=O)c(-c3ccccc3)nc3ccccc32)cc1 (centres undefined)
    x, x, 0.4, -2, 3, 15, x, -3
CCCNC(=O)Nc1ccc2c(c1)C(=O)N(C)C[C@@H](OC)[C@H](C)CN(C(=O)C1CCCCC1)[C@H](C)CO2
    4, -3, -0.2, -7, 0, 9, 15, -3
O=C(C[C@@H]1CC[C@@H]2[C@H](COC[C@@H](O)CN2C(=O)c2ccccn2)O1)NC1CCC1
    3, -2, 0.4, 33, 0, -1, 10, 4
CCCN(C)C[C@H]1Oc2cc(C#Cc3ccncc3)ccc2S(=O)(=O)N([C@@H](C)CO)C[C@H]1C
    2, -2, 0.4, -1, 2, -9, 14, -3
C[C@H](CO)N1C[C@H](C)[C@@H](CN(C)CC2CCOCC2)Oc2ncc(-c3cncnc3)cc2C1=O
    10, -3, -0.1, 8, 1, -15, 17, 12
COc1ccc(/C=C(\NC(=O)c2cccs2)C(=O)Nc2cccc3ccccc23)cc1OC
    2, 1, 0.1, x, x, -7, 0, x
O=C(C[C@@H]1C[C@H]2c3cc(NC(=O)C4CCC4)ccc3O[C@H]2[C@@H](CO)O1)NCc1ccccc1
    6, -3, -0.1, 0, 3, -8, 3, 0
OCC1OC(n2ccc3c(NO)ncnc32)C(O)C1O (centres undefined)
    x, x, 3.1, 32, 1, 92*, x, -5
O=C(c1ccc(Oc2ccccc2)cc1)C1CCCN(C(=O)c2cnccn2)C1 (centres undefined)
    -5, 0, -0.2, -4, 0, -12, 6, -4
N#Cc1ccccc1S(=O)(=O)Nc1ccc2c(c1)OCCO2
    4, -1, -0.1, 1, 2, -3, 3, 0
C[C@@H]1CN([C@H](C)CO)C(=O)c2cc(NC(=O)NC3CCCCC3)ccc2O[C@H]1CN(C)C(=O)Nc1ccc(C(F)(F)F)cc1
    1, -4, 0.1, 5, 3, 14, -20, 0
Cc1ccc(S(=O)(=O)N(C)C[C@@H]2Oc3ccc(NC(=O)Cc4ccccc4)cc3CC(=O)N([C@H](C)CO)C[C@H]2C)cc1
    16, 4, -0.9, 4, -2, -2, -9, -1
Cc1ccc(/C=N/n2cnc3sc(C)c(C)c3c2=O)o1
    x, x, 0.0, -2, -5, 0, x, -1
COC(=O)C1=C(C)N(CCCC(=O)O)C(=O)NC1c1ccc(C(F)(F)F)cc1 (centres undefined)
    -1, 0, 0.1, 27&0, -2&4, -6&10, -1, -1&1
O=C(CN1C(=O)c2cccc3cccc(c23)C1=O)N1CCOCC1
    x, x, 0.7, -4, 4, 10, x, -4
O=C(CNC(=O)c1ccccc1)OCc1cc(=O)n2cc(Br)ccc2n1
    4, x, 0.2, -4, -7, 3, x, 5
CC(C)c1ccc(CN2CCC(C)(Oc3ccc(Cl)cc3)C2)cc1 (centres undefined)
    x, -5, -0.1, 6, 4, x, 1, -9
O=C(Nc1ccc([N+](=O)[O-])cn1)c1ccc(Br)o1
    u, -1, 0.2, x, x, -10, -6, x
COc1cc(-c2noc(C)c2C(=O)NCCc2c[nH]c3ccccc23)cc(OC)c1OC
    -10, -1, 0.1, -2, 0, -15, 20, -2
Cc1ccc(-c2nc(N)nc(N)n2)c(C)c1
    -5, 0, 0.0, 14, 3, 4, 9, x
CCOC(=O)N1CCC(NC(=O)c2ccc3c(c2)N=C(C)c2c(C)ccc(C)c2S3)CC1
    -22, 0, 1.0, 0, 2, 7, -48, 3
COC(=O)c1ccc(S(=O)(=O)N2CCC(C(N)=O)CC2)n1C
    -3, 0, 0.1, -5, -4, -4, 7, -1
Clc1ccccc1CSc1nnc([C@@H]2CCCN2)o1
    -3, -5, 0.0, -2, 0, 27, 6, 1
CC1CCN(C(=O)CCC(=O)Nc2ccc([N+](=O)[O-])cc2)CC1
    1, -1, 0.2, 12, -2, x, 2, 1
CCOc1nc2cnccc2n(CC(=O)Nc2ccccc2F)c1=O
    -2, -3, 0.0, 4, 3, 11, 4, -1
C[C@@H](NC(=O)C[C@@H]1CC[C@@H](NC(=O)C2CCC2)[C@H](CO)O1)c1ccccc1
    3, -2, -0.4, 4, 0, -2, 8, -1
CCc1sc(C(=O)N2CCCN(C)CC2)cc1Br
    -2, 0, 0.0, -7, -1, 7, x, -3
Cc1nc2ccc(NC(=S)NCc3ccccc3)cc2nc1C
    -15, 1, 0.0, 0, 0, -46, -1, 2
CCCCn1c(N)c(N(CCOC)C(=O)CCNC(=O)c2ccc(Br)cc2)c(=O)[nH]c1=O
    x, x, 0.1, -1, -6, -16, x, -6
O=C(CN1CCOCC1)N1CCCCN2[C@@H](CO)[C@H](c3ccc(C#Cc4ccccc4F)cc3)[C@@H]2C1
    -8, 1, 0.0, x, x, 19, 18, x
Cn1c(=O)[nH]c(=O)c2c1nc(N1CCCC1)n2CCO
    x, -2, 0.0, -2, -2, 2, 4, -1
C[C@@H]1CN([C@H](C)CO)C(=O)c2cc(NC(=O)Nc3ccc4c(c3)OCO4)ccc2O[C@@H]1CN(C)S(=O)(=O)c1cccs1
    3, 4, -0.1, 2, 0, -17, x, 4
Cc1noc(C)c1NC(=O)Nc1ccc2c(c1)C(=O)N([C@H](C)CO)C[C@H](C)[C@@H](CN(C)Cc1ccc(Oc3ccccc3)cc1)O2
    10, 1, 0.1, 0, -2, 28, 4, -1
Cc1cccc(C(=O)NNC(=O)c2ccc(NS(=O)(=O)c3cccs3)cc2)c1C
    2, -4, 0.0, -4, -1, 10, 9, 2
Cc1nc2ccc(NC(=O)COc3ccccc3F)cc2s1
    2, x, 0.5, -6, 0, -102, x, x
O=C(c1cccc(F)c1)N1CCCCN2[C@@H](CO)[C@@H](c3ccc(C#CC4(O)CCCC4)cc3)[C@@H]2C1
    0, 2, 0.0, 6, 5, -11, -20, 2
Cc1ccc(S(=O)(=O)NCC[C@H]2CC[C@@H](NC(=O)Nc3cccc(F)c3)[C@@H](CO)O2)cc1
    5, 1, 2.0, 9, -5, -11, 7, 2

Records above that bear a hit mark in SIRT5 inh:
SMILES	PGC1a acetyl inh	S100A4 inh HTS	ERAP1 inh	LGR2 inh	SIRT5 inh
C[C@H](CO)N1C[C@H](C)[C@@H](CN(C)Cc2ccc(C(F)(F)F)cc2)Oc2ccc(NC(=O)Cc3ccccc3)cc2CC1=O	-44	6	4	2	16*

Assay outcomes as filed in PubChem.

Only part of the results is shown; count on the stated rates, not on these rows.
